WT yeast gro inh: growth inhibition of WT yeast, mitochondrial fusion screen | mitochondrial fusion phenotypic screen, WT strain | inhibition, % at 10 µM | 190,000 compounds, 2.1% hits | AID 1362; in the data active = inhibition above about 58%; tested in S. cerevisiae
Lipid droplet: modulators of hepatic lipid droplet formation. AML12 mouse hepatocytes, oleate lipid droplets, BODIPY imaging. inhibition, % at 6.5 µM. 240,000 compounds, 0.4% hits. AID 1656;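 active = lipid droplet intensity inhibited by at least 50%, with more than 500 cells counted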
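Assay system: AML12 hepatocytes (mouse); Probe or stimulus: oleic acid at 100 µM to induce lipid droplet formation; Dosing: compound at 6.5 µM only; Schedule: compound with oleate, overnight; Detection: fluorescence imaging, 20x objective, two fields per well; Measure: % inhibition of lipid droplet signal.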
T cell modulator: modulates CD8 T cell binding to vesicles; 2C CD8+ T cell-vesicle binding, flow cytometry; stronger effect = lower value; calls only at 7 µM; 330,000 compounds, 0.068% hits; AID 2052;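 active = response, share of CD8 T cells binding vesicles, and their 90th percentile fluorescence all below set limits, cut at about 80% in these data, passing the limit was not always enough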
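Assay system – 2C mouse CD8+ T cells · Also added – QL9-loaded Drosophila micro-vesicles · Timing – Cell–vesicle co-incubation 1.5 h at 37 °C, staining 20 min on ice · Signal – flow cytometry of vesicle-bound cells · Measure – percent CD8+ FL2 mean versus row control · Controls – Peptide-free naked vesicles (low) and QL9 vesicles with 0.7% DMSO vehicle (high)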
MT stabilizer: stabilizes microtubules in HeLa cells. 200,000 compounds, 0.83% hits. % tubulin-high responders, % at 10 µM. HeLa tubulin immunostaining HCS, 24 h; share of cells brighter than vehicle mean+2SD;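 active = plate Z-score above 3 for both tubulin-high and condensed-nucleus cell shares, with cell loss under 80%, at 10 µM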;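 note: anti alpha tubulin signal scored within the nucleus-defined area of each cell; some results filed as inactive read as strong as hits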
Autophagy mod: modulators of autophagy; MEF GFP-LC3 puncta imaging; test concentration mostly 10 µM; calls only at 10 µM (by protocol); 190,000 compounds, 0.98% hits; AID 463193;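 active = percentage of spot-positive cells more than 3 SD above its plate mean, without a fluorescence outlier flag or 80% toxicity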;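 note: spot-positive cell cutoff set from DMSO-treated cells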
West Nile virus CPE: West Nile virus antiviral activity, cell-based, CPE readout (AID 1621); West Nile virus-infected cells, CPE inhibition; higher % means a stronger effect; CPE inhibition, % at 10 µM; hits with a dose series show IC50 in µM; 290,000 compounds, 0.02% hits; in the data active = a potency from the dose series; note: strong numbers were not always called active
Ins promoter up: MIN6 insulin promoter up-regulation. MIN6 insulin promoter-GFP reporter, high-content imaging; stronger effect = higher value. 190,000 compounds, 0.3% hits. z-score at 5 µM;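 active = z-score above 3 at 5 µM with at least 500 cells counted in the well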
Myeloid diff 2: promotes myeloid progenitor differentiation | ER-HoxA9 myeloid progenitors, lysozyme-GFP differentiation, flow cytometry | calls only at 10 µM | 360,000 compounds, 1% hits | AID 624256;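 active = normalized GFP-positive differentiation at or above the plate's own cutoff, the solvent-only control mean plus 3 SD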;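 note: cells exposed to compound for four days before flow analysis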
bCat nuc transl: beta-catenin nuclear translocation modulation. HeLa beta-catenin nuclear translocation, immunofluorescence imaging. nuclear translocation activity, % at 5 µM. 190,000 compounds, 0.3% hits. AID 1665;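 active = nuclear translocation activity above 50% at 5 µM, with a well cell count of 50 or more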;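 note: per-cell ratio of nuclear to cytoplasmic median beta-catenin stain intensity; plate controls were DMSO negative control for no effect and GSK-3 inhibitor IX positive control for full effect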
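Test system: human HeLa cells, endogenous beta-catenin. Times: 24 h compound exposure, 37°C. Measured by: beta-catenin immunofluorescence imaging with DAPI.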
WT yeast gro inh mutant strain: recorded beside WT yeast gro inh, whose call it bears; inhibition, %; mitochondrial fusion phenotypic screen, mutant strain inhibition
Ins promoter up cell count: further read-out of Ins promoter up, marked with its call; cell count; measured here: cytotoxicity, nuclei count;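 total cells summed across four imaged fields per well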
Lipid droplet cells 6.5 µM: second read-out of Lipid droplet, no call of its own (marks repeat the call); cell count; measured here: cell count, cytotoxicity flag;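 cells counted across two imaged fields per well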
bCat nuc transl cell count 5 µM: recorded beside bCat nuc transl, whose call it bears; cell count; measured here: cell count, cytotoxicity flag
T cell modulator vesicle-bound %: also measured in T cell modulator; calls as there; double positive events, %; measured here: CD8+ vesicle-bound cell fraction;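 binding gate set so that unloaded-vesicle control wells show 10% double positive cells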
MT stabilizer Hoechst-high %: also measured in MT stabilizer; calls as there; % Hoechst-high responders; measured here: nuclear condensation Hoechst responders;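 share of cells brighter than vehicle mean plus two SD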
MT stabilizer cytotoxicity %: second read-out of MT stabilizer, no call of its own (marks repeat the call); toxicity, %; measured here: cytotoxicity by cell density;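 0% = mean cell density of plate MIN control wells and 100% = no cells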
Autophagy mod cell loss 18 h: also measured in Autophagy mod; calls as there; toxicity, %; measured here: cell loss, nuclei count;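 cell loss after 18 h compound exposure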
Myeloid diff 2 GFP+ MAC1+ %: further read-out of Myeloid diff 2, marked with its call; GFP+ MAC1+ double positive, %; measured here: differentiation confirmed by MAC1 staining
The depositor's hits bear a star; i = inactive; / = not tested or not shown; + = active, no number.

SMILES	WT yeast gro inh	WT yeast gro inh mutant strain	Lipid droplet	Lipid droplet cells 6.5 µM	T cell modulator	T cell modulator vesicle-bound %	MT stabilizer	MT stabilizer Hoechst-high %	MT stabilizer cytotoxicity %	Autophagy mod	Autophagy mod cell loss 18 h	West Nile virus CPE	Ins promoter up	Ins promoter up cell count	Myeloid diff 2	Myeloid diff 2 GFP+ MAC1+ %	bCat nuc transl	bCat nuc transl cell count 5 µM
CC1=CC(C)(C)Nc2ccc(OC(=O)C(Cc3ccccc3)N3C(=O)C4CCCCC4C3=O)cc21 (stereo not drawn)	21	20	-3	776	i	60	1.8	0.8	2.2	i	-14	0.2%	1.5	876	i	0.7	0.3	1153
O=C1c2ccccc2C(O)(c2ccccc2)N1C1CC1 (stereo not drawn)	/	/	3	709	i	34	/	/	/	/	/	0.1%	0.89	882	i	0.4	0.0	1376
CCOC(=O)N1CCN(C(=O)c2ccc3c(=O)n(CCc4ccccc4)c(=S)[nH]c3c2)CC1	-1	-5	/	/	i	41	1.8	1.4	7.7	i	8	-1.0%	/	/	i	1.5	/	/
O=C(CSc1ncnc2nc[nH]c12)N1CCN(c2ccccc2)CC1	-12	-17	/	/	i	34	4.0	2.8	7.1	i	0	0.3%	0.38	1223	+	3.8*	-2.2	875
CCOc1ccc(OCC(=O)Nc2ccc(N3CCCCC3)cc2)cc1	/	/	10	821	i	70	/	/	/	/	/	-0.6%	/	/	i	3.1	/	/
CC(C)(C)C(=O)Nc1nc2ccc(S(C)(=O)=O)cc2s1	2	-3	2	655	i	60	2.3	1.3	8.6	i	-2	-0.1%	/	/	i	0.1	-3.4	950
c1ccc(N2OCC3Cn4c(nc5ccccc54)C32)cc1 (stereo not drawn)	/	/	/	/	i	29	/	/	/	/	/	0.1%	-0.6	805	i	3.1	1.1	1137
Cc1nc2c(C#N)c(C)[nH]n2c(=O)c1Cc1ccccc1	29	-8	/	/	i	40	0.8	1.8	6.5	i	-3	0.1%	0.24	1622	i	6.0	-0.6	1353
COc1ccc2cc(C3CC(c4cccs4)=NN3S(C)(=O)=O)c(Cl)nc2c1 (stereo not drawn)	0	-27	-4	563	i	54	4.8	3.1	14	i	-18	-1.5%	-0.42	1105	i	0.4	0.4	956
COc1ccc(-c2nnc(SCC(=O)c3[nH]c(C)c(C(C)=O)c3C)o2)cc1	-8	-19	-6	725	i	46	2.9	1.6	6.5	i	3	0.7%	0.07	1193	i	1.5	-2.1	1232
O=C(c1ccc([N+](=O)[O-])s1)N1CCCc2ccccc21	/	/	-3	821	i	38	/	/	/	/	/	-1.3%	/	/	+	6.9*	/	/
Cc1cc(CNC(=O)[C@H](C)[C@@H]2C[C@@]2(C)[C@@H](NC(=O)OCc2ccccc2)c2ccccc2)nn1C	-4	-15	0	671	i	14	4.6	2.4	1.0	i	-1	-0.9%	-1.4	906	i	1.3	/	/
O=C(O)CCC(=O)c1ccc2c(c1)OCCO2	8	-1	/	/	i	33	5.0	2.0	3.1	i	9	-0.9%	-0.81	1004	i	1.3	/	/
CCOc1cc(C(=O)Nc2cc(=O)n(C)c(=O)n2C)cc(OCC)c1OCC	-9	-10	-15	730	i	32	1.9	2.0	4.1	i	11	-0.1%	0.61	1290	i	0.8	-8.1	1218
CCN1C(=O)C2(Nc3ccccc3-c3nc4ccccc4n32)c2cc(OC)ccc21 (stereo not drawn)	0	17	/	/	i	23	2.5	0.9	11	i	-3	/	-0.28	1315	i	3.1	0.5	1336

Two entries drawn at random from the list so far:
SMILES	WT yeast gro inh	WT yeast gro inh mutant strain	Lipid droplet	Lipid droplet cells 6.5 µM	T cell modulator	T cell modulator vesicle-bound %	MT stabilizer	MT stabilizer Hoechst-high %	MT stabilizer cytotoxicity %	Autophagy mod	Autophagy mod cell loss 18 h	West Nile virus CPE	Ins promoter up	Ins promoter up cell count	Myeloid diff 2	Myeloid diff 2 GFP+ MAC1+ %	bCat nuc transl	bCat nuc transl cell count 5 µM
O=C(c1ccc([N+](=O)[O-])s1)N1CCCc2ccccc21	/	/	-3	821	i	38	/	/	/	/	/	-1.3%	/	/	+	6.9*	/	/
COc1ccc(-c2nnc(SCC(=O)c3[nH]c(C)c(C(C)=O)c3C)o2)cc1	-8	-19	-6	725	i	46	2.9	1.6	6.5	i	3	0.7%	0.07	1193	i	1.5	-2.1	1232

Later entries.
SMILES	WT yeast gro inh	WT yeast gro inh mutant strain	Lipid droplet	Lipid droplet cells 6.5 µM	T cell modulator	T cell modulator vesicle-bound %	MT stabilizer	MT stabilizer Hoechst-high %	MT stabilizer cytotoxicity %	Autophagy mod	Autophagy mod cell loss 18 h	West Nile virus CPE	Ins promoter up	Ins promoter up cell count	Myeloid diff 2	Myeloid diff 2 GFP+ MAC1+ %	bCat nuc transl	bCat nuc transl cell count 5 µM
CC(=O)c1cc(-c2ccccc2)n(CC(=O)N2CCCC2)c1C	-10	23	-2	716	i	48	3.7	2.5	4.9	i	7	0.3%	0.13	1114	i	0.2	/	/
CCC(CC)C1C(C#N)=C(N)Oc2n[nH]c(C)c21 (stereo not drawn)	-9	6	0	765	i	61	10	4.3	3.3	i	7	0.4%	-0.81	984	i	6.2	-2.6	1195
CC(=O)c1ccc(NC(=O)CSc2ccc(-c3sc(C)nc3C)nn2)cc1	/	/	-13	752	i	69	/	/	/	/	/	-0.2%	/	/	i	5.8	/	/
Cc1ccc(CC2C(=O)N(c3ccc(C)cc3)C(=O)C2C)cc1 (stereo not drawn)	14	9	0	755	i	44	3.1	1.7	2.1	i	43	-0.5%	/	/	i	0.3	5.2	445
O=c1[nH]c2ccsc2c(=O)n1-c1ccc(F)cc1	0	-3	/	/	i	11	7.0	2.8	8.6	i	13	0.0%	-0.43	1472	i	0.9	1.4	1350
CC(=O)c1ccc(NC(=O)C2CCCO2)cc1 (stereo not drawn)	/	/	12	807	i	54	/	/	/	/	/	0.0%	/	/	i	0.6	/	/
Cc1ccc(N2CCN(C(=O)N3CCCC3)CC2)cc1Cl	-4	11	0	658	i	15	3.5	2.2	4.9	i	-19	-1.0%	-0.48	1181	i	7.5	-0.2	996
CCc1ccc(S(=O)(=O)Nc2ccc(O)c3ccccc23)cc1	/	/	-1	869	i	12	/	/	/	/	/	-0.1%	/	/	i	0.4	/	/
Cc1ccc(S(=O)(=O)NC(=O)COc2ccccc2)cc1	-4	3	-19	646	i	52	3.9	1.7	9.2	i	4	0.2%	-0.53	1392	i	0.3	0.7	1165
COc1cc(C(C(=O)NC(C)(C)C)N(C(=O)CNC(=O)c2cccs2)c2ccccc2)cc(OC)c1OC (stereo not drawn)	1	4	7	601	i	23	4.3	1.4	4.5	i	-20	-0.4%	0.27	1876	i	6.3	-4.8	1081
O=C(CN(C(=O)c1csnn1)c1cccc(F)c1)NCc1ccc(F)cc1	22	17	-7	664	i	42	2.3	1.5	3.6	i	24	-1.0%	0.16	1498	i	0.2	-2.2	1041
CCS(=O)(=O)c1ccc2oc(Nc3ccccc3C)nc2c1	13	-5	/	/	i	26	1.2	2.2	9.5	i	-20	0.0%	-0.1	1402	i	0.2	-6.9	998
CC(Nc1cc(N2CCOCC2)ccc1[N+](=O)[O-])c1ccccc1 (stereo not drawn)	7	-19	10	711	i	50	2.5	2.4	7.5	i	-1	-0.6%	-0.25	1232	i	0.5	-1.1	942
Cc1ccc(S(=O)(=O)N2CCC(C(=O)N3CCN(Cc4ccccc4)CC3)CC2)cc1	5	8	6	717	i	30	3.9	2.2	7.1	i	1	0.6%	1.8	1466	i	1.9	-0.6	1096
CC(C)(C)c1ccc(C(=O)NNC(=S)NCc2ccco2)cc1	/	/	-20	750	i	30	/	/	/	/	/	0.2%	/	/	i	0.5	1.2	1052
O=S(=O)(c1ccc(Cl)cc1)N1CCN2CCCC2C1 (stereo not drawn)	/	/	-3	840	i	60	/	/	/	/	/	0.0%	/	/	i	0.6	/	/
COc1ccccc1/C=C/c1nc(S(=O)(=O)c2ccccc2)c(NCCN(C)C)o1	/	/	-1	748	i	10	/	/	/	/	/	0.6%	/	/	i	0.0	/	/
COCCCN1Cc2cccc(C(=O)O)c2C1=O	1	2	/	/	i	31	2.2	2.2	4.4	i	9	0.1%	0.59	1016	i	2.0	/	/
COc1ccc(C(=O)c2cc3ccc(O)cc3oc2=O)cc1	-16	-8	6	791	i	5	2.7	0.9	7.0	i	-1	-0.3%	0.1	913	i	7.0	/	/
c1ccc(-c2cc3c(ccc4nonc43)nn2)cc1	-6	2	/	/	i	19	4.2	2.0	6.8	i	-19	0.0%	1	1629	i	0.6	-7.0	902
Cc1cccc(-n2c(SCC(=O)Nc3nnc(C)s3)nnc2-c2ccoc2C)c1	0	29	/	/	i	48	2.0	1.3	4.8	i	16	0.3%	/	/	i	2.1	-0.7	991
O=C(O)CSC1c2ccccc2C(=O)N1c1ccccc1 (stereo not drawn)	-6	-6	20	652	i	4	1.2	1.6	5.2	i	-6	0.7%	-0.21	1808	i	2.9	-2.3	1136
Cc1ccc(NC(=O)NCCCl)cc1S(=O)(=O)N1CCOCC1	/	/	1	666	i	59	/	/	/	/	/	-0.2%	-0.18	1078	i	0.7	0.7	1272
CC1=NN(c2ccc(Br)cc2)C(=O)/C1=C/c1ccc(-c2ccccc2C(=O)O)o1	/	/	-3	777	i	48	/	/	/	/	/	-0.3%	/	/	i	1.0	/	/
CN(C)c1ccc(CNC(=O)c2ccc(CNc3c(N4CCCCC4)c(=O)c3=O)cc2)cc1	2	-6	/	/	i	49	3.5	2.4	8.0	i	7	-0.1%	-0.69	970	i	2.7	-6.5	1210
O=C(Nc1ccccc1C(=O)NCCCN1CCOCC1)c1ccc(F)cc1F	/	/	2	790	i	20	/	/	/	/	/	-0.2%	/	/	i	0.3	/	/
COc1ccc(Cc2nnc(-c3cccc(C)c3)o2)cc1OC	16	9	-1	765	i	9	1.7	2.8	11	i	-11	-0.6%	-1.7	1056	i	4.3	2.1	978

An excerpt from above with just T cell modulator vesicle-bound %.
SMILES | T cell modulator vesicle-bound %
CC1=NN(c2ccc(Br)cc2)C(=O)/C1=C/c1ccc(-c2ccccc2C(=O)O)o1 | 48
Cc1cccc(-n2c(SCC(=O)Nc3nnc(C)s3)nnc2-c2ccoc2C)c1 | 48
